Screening data (PubChem)
V1aR counter – V1a receptor agonism, counter-screen for OXTR agonists; P37288; CHO-V1R cells, Fluo-8 calcium fluorescence, agonist mode; 0% DMSO, 100% 3 nM vasopressin; activation, % at 3 µM; 0.25% of 320,000 active;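 active = activation above the mean activation of all tested compounds plus 3 SD, per screening run, cut at about 20% in these data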;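 also: signal is peak over basal fluorescence ratio across a 100 second FLIPR read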
Target sequence (P37288 whole entry, looked up): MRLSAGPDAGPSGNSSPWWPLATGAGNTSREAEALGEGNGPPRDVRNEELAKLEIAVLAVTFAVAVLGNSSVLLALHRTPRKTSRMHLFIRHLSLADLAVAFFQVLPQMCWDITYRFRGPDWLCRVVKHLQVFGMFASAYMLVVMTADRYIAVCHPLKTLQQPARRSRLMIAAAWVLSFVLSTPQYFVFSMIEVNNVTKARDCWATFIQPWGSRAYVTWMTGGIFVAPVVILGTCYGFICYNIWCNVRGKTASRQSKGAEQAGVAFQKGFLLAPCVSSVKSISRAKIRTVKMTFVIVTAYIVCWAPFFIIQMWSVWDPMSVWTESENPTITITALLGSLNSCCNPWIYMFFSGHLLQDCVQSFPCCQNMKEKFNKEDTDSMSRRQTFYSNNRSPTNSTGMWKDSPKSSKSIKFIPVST
OXTR potentiator – potentiators of human oxytocin receptor. AID 2445. 0.061% of 320,000 active. P30559. activation, % at 3 µM. CHO-OTR cells, Fluo-8 calcium fluorescence, potentiator mode; 0% = oxytocin EC15, 100% = EC100;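 active = activation above that plate's cutoff, the mean activation of tested compounds plus 3 SD, cut at about 6.6% in these data, passing the limit was not always enough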;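 also: 100% uses oxytocin at 75 nM as the full agonist control; some results filed as inactive read as strong as hits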
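Assay system: CHO cell line stably expressing human OTR. Reagent: EC15 oxytocin agonist. Dosing: single dose, 3.0 µM nominal final compound concentration. Timing: compound 6 min at room temperature before oxytocin, 100 s read. Signal: kinetic Fluo-8 calcium fluorescence. Controls: oxytocin EC15 low and EC100 high.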
CHO-K1 Ca ag – counter-screen for M1 agonists: effect in parental CHO-K1 cells; Fluo-8 calcium fluorescence; scaled to maximal ATP response, vehicle zero; 0.48% of 360,000 active; activation, % at 3 µM; in the data active = activation above about 15%;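 also: untransfected CHO-K1 host cells lacking M1 receptor as counterscreen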
M1 PAM parental – nonselective activator or artifact in parental CHO-K1 calcium assay | ATP EC20, Fluo-8 calcium fluorescence; 0% at ATP EC20, 100% at ATP max | activation, % at 3 µM | 0.02% of 360,000 active | AID 602247;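 active = activation above the run cutoff, the mean activation of all test compounds plus 3 SD, cut at about 40% in these data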;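 also: peak over basal fluorescence ratio in a 140 s read after ATP addition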
CHO-K1 Ca antag – counter-screen for M1 antagonists: effect in parental CHO-K1 cells. ATP-induced calcium, Fluo-8 fluorescence. inhibition, % at 3 µM. 0.6% of 360,000 active;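 active = inhibition above a per-plate cutoff, the plate's mean sample inhibition plus 3 SD, cut at about 24% in these data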;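 also: 0% = DMSO plus EC80 ATP and 100% = DMSO alone without ATP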
CHO parental Ca – signal in parental CHO cells, OX1R antagonist counter-screen | inhibition, % at 5.6 µM | 0.63% of 330,000 active | parental CHO-K1, ATP-induced calcium, Fluo-8 fluorescence;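 active = inhibition above that plate's mean sample inhibition plus 3 SD, cut at about 26% in these data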;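 also: 0% = ATP-challenged DMSO wells and 100% = DMSO wells without ATP; some compounds past the cut are filed as inactive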
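Material: parental CHO cells / Compound: single nominal dose of 5.6 µM per compound / Signal: Fluo-8 fluorescence / Replicates: singlicate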
CHRM1 agonist – activates human CHRM1 receptor. activation, % at 3 µM. CHO-K1 hM1, Fluo-8 calcium fluorescence, agonist mode; 0% DMSO, 100% acetylcholine EC100. 0.33% of 360,000 active. P11229;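 active = activation above the run's mean compound activation plus 3 SD, cut at about 16% in these data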;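 also: peak over basal fluorescence ratio within a 140 s kinetic read after compound addition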
Target sequence (P11229 whole entry, looked up): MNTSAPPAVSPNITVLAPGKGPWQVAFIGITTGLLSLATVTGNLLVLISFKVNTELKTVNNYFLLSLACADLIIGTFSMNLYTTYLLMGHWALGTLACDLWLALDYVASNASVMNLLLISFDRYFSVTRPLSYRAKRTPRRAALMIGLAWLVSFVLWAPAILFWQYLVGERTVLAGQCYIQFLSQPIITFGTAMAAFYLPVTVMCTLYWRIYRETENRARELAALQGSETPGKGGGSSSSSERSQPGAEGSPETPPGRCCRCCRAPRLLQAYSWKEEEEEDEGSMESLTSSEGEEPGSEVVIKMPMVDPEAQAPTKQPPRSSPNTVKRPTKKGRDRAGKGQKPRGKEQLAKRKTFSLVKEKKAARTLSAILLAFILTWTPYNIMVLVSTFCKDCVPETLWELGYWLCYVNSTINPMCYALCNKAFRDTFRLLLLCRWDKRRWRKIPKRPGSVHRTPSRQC
TAAR1 agonist – human TAAR1 agonism; CHO RD-HGA16 TAAR1, Fluo-8 calcium fluorescence; vehicle wells 0%, saturating PEA agonist 100%; activation, % at 3 µM; 0.99% of 360,000 active;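 active = activation above the mean activation of all test compounds in the run plus 3 SD, cut at about 38% in these data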
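Test system: RD-HGA16 (CHO) cells co-expressing Gα16 and hTAAR1; dosing: one-point dosing at 3 µM (nominal); timing: 17-24 h seeding, 75 min 37 °C dye, 30 min RT; signal: kinetic Fluo-8 calcium fluorescence; read-out basis: % activation relative to PEA EC100 response; controls: DMSO and PEA EC100; replicates: n 1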
TAAR1 antag – antagonists of human TAAR1; Q96RJ0; CHO RD-HGA16 TAAR1, Fluo-8 calcium fluorescence, antagonist; inhibition, % at 3 µM; 1.5% of 360,000 active;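 active = inhibition above a per-plate cutoff, the mean inhibition of test compounds on that plate plus 3 SD, cut at about 49% in these data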;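 also: 0% = DMSO plus EC80 beta-PEA response and 100% = DMSO alone without agonist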
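test system = CHO RD-HGA16 cells bearing hTAAR1 | replication = singlicate | controls = DMSO-only wells and EC80 β-PEA-stimulated wells | reagent = EC80 β-phenethylamine stimulus | read-out basis = percent inhibition of PEA-evoked calcium signal, max/basal emission ratio | schedule = seeding 17-24 h prior, 75-min 37 °C, 30-min RT dye loading | signal = kinetic Fluo-8 calcium fluorescence measurement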
The depositor's hits bear a star; x = no result given.

Each structure is followed by: V1aR counter | OXTR potentiator | CHO-K1 Ca ag | M1 PAM parental | CHO-K1 Ca antag | CHO parental Ca | CHRM1 agonist | TAAR1 agonist | TAAR1 antag
- COc1cccc(C(=O)N2CCN(Cc3ccccn3)CC2)c1OC
→ -0.9 | -3 | 2.0 | 4 | 3 | 3 | -1 | 7 | -10
- O=C(CNC(=O)c1ccncc1)N/N=C/c1ccccc1[N+](=O)[O-]
→ 0.7 | -8 | 0.2 | 17 | 3 | -3 | -6 | -1 | 4
- Cc1cccc(C)c1NC(=O)CCn1cnc2ccccc2c1=O
→ 0.0 | 0 | 0.4 | -13 | 10 | -7 | -3 | 3 | 12
- CCOc1ccccc1NC(=O)C(OC(=O)c1ccccc1)c1ccccc1 (configuration not stated)
→ 0.5 | -7 | 0.1 | 20 | -9 | 53* | -5 | 7 | 11
- O=C(COC(=O)CCNS(=O)(=O)c1ccc(Cl)cc1)NCc1ccccc1
→ x | x | 1.3 | 7 | -3 | x | 0 | 0 | 1
- CCOc1ccc(N(CC(=O)NN=C2CCCC2)S(C)(=O)=O)cc1
→ 0.6 | -3 | 0.0 | -8 | 0 | -16 | -3 | 3 | 23
- Cc1ccc(S(=O)(=O)N2CCCC2c2nc3ccccc3s2)cc1 (configuration not stated)
→ -0.5 | -11 | 0.1 | -19 | -14 | -20 | -2 | -2 | -10
- CCOC(=O)C1CCN(C(=O)CC2(CC(=O)O)CCCC2)CC1
→ 0.4 | -8 | -0.1 | 5 | -9 | -5 | 5 | 0 | 5
- O=S(=O)(c1ccc(Cl)cc1)N1CCn2c1nc1ccccc12
→ -0.4 | -1 | 1.8 | 16 | -27 | 2 | -2 | 0 | -6
- COc1ccc(-n2cnnc2SCCC#N)cc1
→ 1.3 | -10 | 0.0 | -1 | -6 | -7 | -2 | 5 | -3
- COc1ccc(Br)cc1CN(C)CC(=O)NCc1ccc(F)cc1
→ -1.9 | 1 | 0.8 | 5 | -4 | -23 | -7 | 0 | -13
- Cc1cccc(C(=O)OCC(=O)NC(C)CCc2ccccc2)c1O (configuration not stated)
→ 0.1 | -13 | 8.0 | 2 | -7 | -10 | -8 | 6 | -26
- COc1ccccc1-c1sc2ccccc2c1C#Cc1ccc(N(C)C)cc1
→ 0.2 | 1 | 1.3 | -9 | -4 | -22 | 0 | -1 | 4
- COc1ccc(NC(=O)c2c(C(F)(F)F)nn(C)c2SCc2ccccc2Cl)cc1
→ -1.2 | -8 | 2.0 | 9 | -7 | 46* | -7 | 8 | 24
- COc1cccc(C(O)c2nc(-c3ccccc3C)cs2)c1 (configuration not stated)
→ x | x | 2.8 | 6 | -7 | x | -5 | 1 | -10
- Cc1cc(NCCCn2ccnc2)n2ncc(-c3ccccc3)c2n1
→ 3.2 | -1 | 10 | 8 | 3 | -31 | -6 | x | x
- Cc1ccc(C)c(OCCCNCc2ccccc2)c1
→ 3.8 | -7 | 4.6 | 6 | -7 | -22 | -3 | 16 | -23
- CN(C)c1cccc(C(=O)OCC(=O)Nc2ccccc2Sc2ccccc2)c1
→ -0.3 | -18 | -0.7 | -14 | 31* | 6 | -6 | -1 | 15
- COc1ccc(CCNC(=O)[C@@H]2C[C@H]2c2ccccc2)cc1OC
→ -1.2 | -5 | 1.7 | 9 | 0 | -4 | -7 | 2 | -8
- Fc1ccc(CNC(=S)Nc2ccccc2F)cc1
→ 0.9 | -11 | 0.2 | -29 | 24 | 0 | 0 | 0 | 4
- Cc1cc(C(=O)N/N=C/c2ccc([N+](=O)[O-])s2)n[nH]1
→ 1.5 | -1 | 0.7 | 16 | -11 | -4 | -2 | 3 | -23
- CCN1CCN(CCCN(Cc2ccco2)C(=S)Nc2ccc(Cl)c(C)c2)CC1
→ 0.4 | -6 | 0.5 | 17 | -14 | 5 | -7 | 2 | -4
- CC(C)=C1C2CCC1C1C(=O)N(NC(=O)COc3ccc(C(C)(C)C)cc3)C(=O)C21 (configuration not stated)
→ -0.4 | 2 | 2.2 | 22 | -10 | -26 | -6 | 10 | -2
- Cc1ccnc(NS(=O)(=O)c2cccc([N+](=O)[O-])c2)c1
→ -0.1 | 7 | 0.7 | 4 | 0 | -16 | 0 | 0 | -4
- Cc1cc(/C=C(\C#N)C(=O)NCc2cccs2)c(C)n1-c1ccc([N+](=O)[O-])cc1
→ 0.6 | -6 | 0.4 | 12 | -11 | -8 | -4 | 2 | 46
- O=C(Nc1ccccc1)Nc1ncc([N+](=O)[O-])s1
→ x | x | 11 | -4 | 23 | x | 10 | 22 | 0
- CCOc1ccc(-c2nnc(-c3ccco3)o2)cc1
→ -1.1 | 2 | -0.5 | -2 | 4 | -7 | -4 | 0 | 4
- Cc1cc(Nc2ncc(Cl)cc2Cl)n(-c2ccccc2)n1
→ -1.4 | 6 | 3.2 | 13 | -6 | -22 | -11 | -3 | -13
- O=C(CCc1nnc(CCC2CCCCC2)o1)NCCn1cccn1
→ 0.4 | 3 | 0.1 | -16 | 18 | -20 | -2 | 6 | 10
- COc1cc2c(cc1OC)C(C(C)C)=NC(C)(C)C2
→ 7.8 | -2 | 0.1 | 15 | -13 | 12 | -4 | 5 | -14
- C=C(c1ccccc1Cl)[n+]1ccccc1
→ 0.5 | -8 | 0.1 | 0 | -7 | -15 | -10 | 5 | -20
- C#CCNC(=O)C1=C[C@@H](c2ccc3c(c2)OCO3)[C@H](CCCO)[C@@H](OCC)O1
→ 4.7 | -13 | 0.1 | -8 | -10 | -11 | 3 | -1 | 7
- O=C(C(=O)N1CCCC1)c1c(-c2ccccc2)[nH]c2ccccc12
→ 0.4 | -12 | 5.2 | 9 | -6 | -3 | -5 | -1 | 1
- O=C(Nc1ccccc1Br)C1CCCN1S(=O)(=O)c1cccc2nsnc12 (configuration not stated)
→ 2.0 | -3 | 2.2 | 16 | -16 | -25 | -4 | -1 | -5
- CCn1cc(C(=O)NCc2cccs2)c(=O)c2ccc(C)nc21
→ 2.0 | -15 | 0.8 | 20 | -15 | -9 | 7 | 12 | -1
- O=C(Nc1nc(-c2ccc(S(=O)(=O)N3CCCCCC3)cc2)cs1)c1cccs1
→ 0.5 | -5 | -0.4 | 11 | 6 | -6 | 2 | 8 | 26
- CCCCCCCCC/C(=N\O)c1ccccn1
→ -1.1 | -12 | 0.3 | -6 | 9 | -23 | 3 | 11 | 26
- O=[N+]([O-])c1ccc(-c2cn3c(n2)SCC3)cc1
→ -0.1 | -4 | 0.8 | 3 | -4 | 4 | -2 | 3 | -17
- Cc1nc2cc(N=NC3=C(O)CCCC3=O)ccc2s1
→ 0.0 | -16 | 1.9 | 17 | 0 | -3 | -7 | 0 | -2
- COc1ccc(C2(CNC(=O)c3ccccc3)CCCC2)cc1OC
→ -0.1 | 2 | 0.3 | 14 | -6 | -6 | -3 | 0 | -13
- CN(C)c1ccc(/C=C/c2nc3ccccc3s2)cc1
→ 5.6 | -13 | 0.6 | 8 | -3 | 1 | 3 | 18 | 19
- C[C@@H]1CN(S(=O)(=O)C(C)(C)C)[C@@H](CCO)/C1=C\c1ccccc1
→ x | x | -0.1 | 10 | -7 | x | -4 | 1 | -21
- COc1ccccc1N1CCN(S(=O)(=O)c2cccc3nsnc23)CC1
→ -0.4 | -7 | 0.7 | -4 | -1 | -15 | -2 | 5 | 6
- Cc1cc(C(=O)N(C)CC(=O)Nc2ccc(Cl)c(C(F)(F)F)c2)no1
→ 7.6 | -11 | 1.6 | 23 | -13 | 16 | -2 | 14 | 11
- COc1ccc(C(C)=O)cc1COC(=O)[C@H](Cc1ccccc1)NC(=O)c1ccco1
→ 1.0 | -6 | 11 | -1 | 9 | -15 | 2 | 8 | 56*
- Cc1ccccc1-c1nnc(CN2CCC(C)CC2)o1
→ 0.2 | -9 | 0.9 | 0 | -5 | -7 | -3 | -1 | -13
- O=S(=O)(Nc1ccncc1)c1cc(Cl)c(Cl)cc1Cl
→ 0.9 | 4 | 0.5 | 8 | -5 | 7 | -1 | 1 | -22
- CC(C)CNC(=O)COC(=O)c1ccc(Cl)c(S(N)(=O)=O)c1
→ 1.3 | -4 | 0.5 | 17 | -11 | 0 | -3 | 3 | -5
- O=C(NC1CCCCC1)C(c1c(F)cccc1Cl)N(C(=O)c1csnn1)C1CC1 (configuration not stated)
→ -0.6 | -6 | 0.3 | 1 | -7 | -6 | -5 | 1 | 2
- Cc1noc(C)c1NC(=O)N(C)C[C@H]1Oc2ccc(NC(=O)C3CC3)cc2C(=O)N([C@H](C)CO)C[C@@H]1C
→ 1.6 | 7 | 0.0 | 6 | -4 | -12 | -3 | 6 | 4
- CC(NC(=O)c1ccc(N(C)C)cc1)c1ccc(F)cc1 (configuration not stated)
→ -1.4 | -17 | 1.7 | -5 | -12 | 7 | -5 | -1 | -17
- CNS(=O)(=O)c1ccc2c(c1)C(=O)c1cc(S(=O)(=O)NC)ccc1CC2
→ -0.2 | -4 | 0.2 | -19 | 6 | -4 | -3 | 5 | 13
